# TcdB GH inh: inhibitors of Clostridioides difficile toxin B glycohydrolase; P18177; TcdB glycohydrolase enzymatic assay, plate reader; inhibition, % at 9.99 µM; 0.24% of 350,000 active; AID 652162; in the data active means inhibition above about 10%
# CCHFV vOTU inh: blocks the CCHF virus ovarian tumor domain protease. CCHFV vOTU protease, Pep-AMC fluorescence. inhibition, % at 11.5 µM. 0.55% of 370,000 active. AID 651958; in the data active means inhibition above about 30%; further: 0% = vehicle wells with enzyme and 100% = no enzyme wells
# BoNT-F LC inh: inhibitors of Botulinum neurotoxin F light chain protease. Multiplex microsphere protease cleavage assay, flow cytometry. inhibition, % at 10 µM. 0.22% of 360,000 active. AID 588497; in the data active means inhibition above about 35%, passing the limit was not always enough; inconclusive means no clear call, values can overlap the other calls; further: plate controls were buffer without enzyme for full effect and enzyme alone for no effect
# PrPC surface inh: cell surface PrPC inhibition, primary TR-FRET screen; 0.43% of 370,000 active; AID 720596; P04156; TR-FRET read-out; inhibition, % at 13.8 µM; in the data active means inhibition above about 24%; further: 0% = median of the test wells and 100% = reference compound wells
# PfHsp40 rescue: restores yeast growth despite PfHsp40 toxicity; AID 504582; S. cerevisiae expressing PfHsp40, growth rescue, ATP luminescence; growth rescue, % at 12.5 µM; 0.68% of 340,000 active; in the data active means growth rescue above about 28%, passing the limit was not always enough; inconclusive means no clear call, values can overlap the other calls;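 further: yeast W303a lacking pdr1 and pdr3 grown in galactose medium; growth measured after three days at 30 °C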
# Yp Topo-I inh: Y. pestis Topo-I inhibition via cleavage products; AID 504884; activity, % at 10 µM; Y. pestis Topo-I cleavage product accumulation, plate reader; 0.064% of 360,000 active; in the data active means activity above about 50%, passing the limit was not always enough; inconclusive means no clear call, values can overlap the other calls; further: inactives centre near 2
# FadD28 binding: M. tuberculosis FadD28 bisubstrate binding inhibition | FadD28 bisubstrate probe binding, fluorescence polarization | inhibition, % at 12.5 µM | 0.22% of 360,000 active | AID 588549; in the data active means inhibition above about 8.5%, passing the limit was not always enough; inconclusive means no clear call, values can overlap the other calls
# Anthrax LF inh2: blocks Bacillus anthracis lethal factor protease; P15917; multiplex microsphere protease cleavage assay, LF; inhibition, % at 10 µM; 0.12% of 360,000 active; AID 588501; further: plate controls were buffer without enzyme for full effect and enzyme alone for no effect
# Target sequence (P15917 whole entry, looked up): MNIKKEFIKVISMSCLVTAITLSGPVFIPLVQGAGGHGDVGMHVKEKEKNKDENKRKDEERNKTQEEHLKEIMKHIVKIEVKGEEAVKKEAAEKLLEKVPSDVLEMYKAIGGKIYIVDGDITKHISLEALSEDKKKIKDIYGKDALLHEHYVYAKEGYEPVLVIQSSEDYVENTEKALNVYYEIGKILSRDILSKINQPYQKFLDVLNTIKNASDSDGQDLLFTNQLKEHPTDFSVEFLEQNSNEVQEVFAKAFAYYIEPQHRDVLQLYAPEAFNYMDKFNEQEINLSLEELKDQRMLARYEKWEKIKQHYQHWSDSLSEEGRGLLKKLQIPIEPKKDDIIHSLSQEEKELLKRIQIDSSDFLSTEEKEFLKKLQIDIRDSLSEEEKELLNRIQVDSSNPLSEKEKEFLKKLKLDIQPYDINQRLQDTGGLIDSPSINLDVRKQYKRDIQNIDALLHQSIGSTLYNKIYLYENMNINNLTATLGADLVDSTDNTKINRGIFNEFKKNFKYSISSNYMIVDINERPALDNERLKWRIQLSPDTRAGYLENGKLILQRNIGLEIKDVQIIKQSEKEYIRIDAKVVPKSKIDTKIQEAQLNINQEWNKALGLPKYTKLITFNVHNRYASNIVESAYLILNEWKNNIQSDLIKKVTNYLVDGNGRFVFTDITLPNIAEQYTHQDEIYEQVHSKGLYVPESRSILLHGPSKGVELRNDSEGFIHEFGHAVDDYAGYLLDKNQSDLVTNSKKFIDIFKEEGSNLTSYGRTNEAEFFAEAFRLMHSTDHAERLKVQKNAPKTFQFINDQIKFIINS
# BoNT-A LC inh2: inhibitors of Botulinum neurotoxin A light chain protease. inhibition, % at 10 µM. 0.17% of 360,000 active. multiplex microsphere protease substrate cleavage, flow cytometry. AID 588499; further: plate controls were buffer without enzyme for full effect and enzyme alone for no effect
# The depositor's hits bear a star; u = inconclusive; x = no result given; & = joins results of further samples. Unless noted, no stated cut-off is given here; in the data, active means inhibition above about 30%; inconclusive means no clear call, values can overlap the other calls; inactive means below that.
SMILES,TcdB GH inh,CCHFV vOTU inh,BoNT-F LC inh,PrPC surface inh,PfHsp40 rescue,Yp Topo-I inh,FadD28 binding,Anthrax LF inh2,BoNT-A LC inh2
Cc1cc(C(=O)NNC(=S)NCC(C)C)no1,x,16,3,3,-0.4,-3,-1.0,-1,0.3
C1CSC2(N1)C1CC3CC2CC(C1)C31NCCS1 (stereo not given),0.4,-8,2,0,-2.2,4,0.0,-5,0.2
CC1CCCCN1CCCNC(=O)c1ccc(NC(=O)C2=CSCCO2)cc1 (stereo not given),2.1,6,-3,-2,-0.7,-2,0.7,0,0.0
Cc1ccc(Nc2cc(C)nc(-c3ccccc3O)n2)cc1,x,-2,-8,12,-0.7,-20,-2.8,-5,-0.4
COc1ccc(C)cc1NC(=O)C/C(C)=N/NC(=O)Cc1cccc2ccccc12,0.2,-6,4,21,-1.2,5,-1.4,0,-1.2
CC(C(N)=O)N1CC(c2ccccc2)CC1=O (stereo not given),x,3,-1,-2,-0.4,6,-1.6,-1,-1.1
CCCNC(=O)c1ccc2c(=O)n3c(-c4ccc(C)cc4)csc3nc2c1,0.4,0,3,-7,-1.3,8,-0.2,-2,-0.8
CSc1cc(C)c(OCC(=O)Nc2ccc(NC(C)=O)cc2)c(C)c1,1.1,-1,-2,10,4.3,14,-1.4,4,-0.7
c1ccc(OCCCn2ccnc2)cc1,1.1,21,u,3,0.7,0,1.8,17,-3.7
O=C(C1=NN[C@@H]2C(=O)N(Cc3ccccc3)C(=O)[C@H]12)c1ccc([N+](=O)[O-])cc1,0.9,-3,u,-28,-0.4,-16,-7.2,-1,1.4
Cc1ccccc1NC(=O)c1cc[n+]([O-])cc1,-0.3,-4,10,-2,0.7,8,x,-3,-3.8
COCC(C)NC(=O)c1ccc(Cl)c(Cl)c1 (stereo not given),x,-6,2,0,-1.9,-14,0.3,-9,-0.4
C[C@@H]1CN([C@@H](C)CO)C(=O)CCCn2cc(nn2)CO[C@H]1CN(C)S(=O)(=O)c1ccc2ccccc2c1,0.5&0.1,-9,-9,-4,x,5,0.3,-9,-1.3
Cc1ccc(C(=O)O)cc1NS(=O)(=O)c1ccc2ccccc2c1,3.1,-9,-16,7,0.8,14,-1.8,-5,-2.1
COC(=O)COc1c(/C=C\c2nc(O)c([N+](=O)[O-])c(=O)[nH]2)cccc1OC,1.5,-2,u,-9,0.7,2,-0.9,-8,-1.3
COC(=O)C1CCN(CC(=O)Nc2sc3c(c2C#N)CCC3)CC1,x,0,-5,-4,1.1,-1,-3.4,-1,0.1
Cc1nc2sc(C(c3ccco3)N3CCC4(CC3)OCCO4)c(O)n2n1 (stereo not given),x,2,-1,0,0.1,-9,0.1,1,0.1
O=C(NCCS(=O)(=O)N1CCCCCC1)c1ccccc1,1.8,7,3,4,-0.4,10,-0.8,0,-2.9
O=C(OCCOc1ccc(Br)cc1)c1ccc(Cl)nc1,-0.5,11,0,-4,1.4,-8,0.2,-5,-0.5
COc1ccccc1NC(=O)N(C)C[C@H]1OCc2cnnn2CCCC(=O)N([C@@H](C)CO)C[C@H]1C,1.6&-0.8,1,-1,-1,x,3,-0.9,-4,-0.1
O=C(NNC(=O)c1ccccc1O)c1ccc(Cl)c(S(=O)(=O)N2CCc3ccccc32)c1,2.0,10,0,8,-0.4,-2,1.7,-7,-2.0
COc1ccc(NC(=O)CC2Nc3cc(C)c(C)cc3NC2=O)c([N+](=O)[O-])c1 (stereo not given),0.9,10,6,-2,0.8,-1,-1.4,1,0.2
COc1ccc(S(=O)(=O)NCCSC(C)(C)C)c(Cl)c1Cl,x,-17,-8,-9,0.1,-12,-3.3,-2,0.6
CSc1ccc(CNc2ncc(-c3cccc([N+](=O)[O-])c3)n2C)cc1,1.5,-13,u,-14,-1.5,-1,-0.5,4,-6.0
Cc1ccc(C)c(C(=O)CN2C(=O)c3ccccc3C2=O)c1,2.5,7,8,-1,0.4,7,x,0,1.1
CC(C)c1ccc(/C=C/c2[nH]c(=O)[nH]c(=O)c2[N+](=O)[O-])cc1,-1.9,25,37*,-7,-0.2,1,1.1,9,0.3
COc1c2c(cc3oc(CO[C@@H]4O[C@H](CO)[C@@H](O)[C@H](O)[C@H]4O)cc(=O)c13)O[C@H](C(C)(C)O)C2,0.7,-7,4,0,-1.4,-6,0.3,5,0.8
Cc1cccc(N2CCN(C(=O)CCC(=O)N3CCOc4ccc(Cl)cc43)CC2C)c1 (stereo not given),1.1,0,-11,4,0.2,19,-4.4,-11,-0.2
O=C(CCN1CCOCC1)Nc1ccc(F)cc1,0.5,8,-21,8,-0.8,0,-0.5,-8,-2.4
CC(=O)c1ccc(NC(=O)CSc2nc(Nc3ccccc3)nc(N3CCOCC3)n2)cc1,0.6,12,5,-10,0.6,17,-2.0,1,0.2
COc1cccc(/C=C2/NC(=O)N(CC(=O)Nc3ccc(C)cc3)C2=O)c1OCc1cccc(C(=O)O)c1,-1.7,8,0,-6,-0.7,-4,-2.8,-1,1.6
C=CCc1ccc(OCC(O)CN2CCN(c3ccccc3)CC2)c(OC)c1 (stereo not given),0.8,-6,-33,-2,-0.6,35,-3.4,24,0.0
COc1ccc(-n2c(C)nc3cc(C(=O)NCc4ccco4)ccc32)cc1,x,4,2,-5,2.2,7,-4.6,-1,0.1
CCOC(=O)C1CCCN(C(=O)COC(=O)c2cccs2)C1 (stereo not given),2.3,15,5,7,-1.3,8,1.0,1,0.1
COC(=O)CC1C(=O)NCCN1C(=O)Nc1ccc(Cl)cc1 (stereo not given),x,12,0,4,20,2,-5.2,-6,-0.7
O=C(COC(=O)COc1ccc2ccccc2c1)NCC(F)(F)F,0.0,4,37*,0,-1.6,-5,-3.1,-6,4.2
COc1ccc(NC(=O)c2ccc3c(c2)NC(=O)CO3)cc1OC,9.3,-6,-5,6,-0.2,-12,-3.1,-6,-1.0
O=C(CNC(=O)c1cccc(F)c1)OCC(=O)N1CCCCC1,x,1,1,-1,-0.8,6,0.3,-1,0.1
CC1CCN(CCc2nc3cc(NS(=O)(=O)c4ccccc4)ccc3n2C)CC1,x,-6,-22,-6,0.7,-8,-0.5,-1,-0.5
Cc1ccc(C(=O)NCCCc2ccccc2)c(C)c1,0.4,4,-5,14,-1.2,0,-4.5,-9,-0.2
C=CCn1c(CCC(=O)Nc2ccc(C)c(Cl)c2)nnc1SCC(=O)Nc1ccccc1C,x,-6,4,-6,0.3,-5,-3.3,-2,0.7
CCCNC(=O)C1(C)CCCN(Cc2cc(-c3ccccc3)nn2C)C1 (stereo not given),1.6,14,-8,3,x,13,-5.0,-8,-0.4
CCN(CC)C(=O)c1[nH]cnc1C(=O)NCC(=O)OCc1ccccc1,-0.4,6,1,-4,-1.5,13,-0.3,-1,-0.7
Cc1ccc2nc(SCCC(=O)O)cc(C)c2c1,x,-7,-10,4,0.6,3,0.0,-3,-0.3
O=C(COc1ccc(F)c(Cl)c1)Nc1ccc(N2CCOCC2)cc1,-0.2,-6,-10,9,-0.4,10,-0.4,-4,0.2
CS(=O)(=O)N1CCN(c2ccccc2[N+](=O)[O-])CC1,0.6,-5,-4,-13,-1.2,-14,-2.8,-10,-0.2
Cc1ccc(NC(=O)CN(C)CC(=O)Nc2sc3c(c2C(N)=O)CCC3)cc1,0.0,3,-7,-3,1.4,21,-2.6,-1,1.0
O=C(CCn1c(=S)[nH]c2ccccc2c1=O)NCCSCc1ccccc1,0.6,1,0,2,0.0,16,-3.3,-2,-0.5
NS(=O)(=O)c1ccc(CNS(=O)(=O)c2cc(Cl)ccc2Cl)cc1,0.6,8,4,-7,-0.4,3,-2.3,-4,-0.4
CSC(=Nc1cccc(C)c1)NC#N,-1.0,-3,0,8,5.5,1,-2.1,0,-0.5
COc1ccc(C2=NOC(C(=O)Nc3ccc4c(c3)OCCO4)C2)c(OC)c1 (stereo not given),1.7,-9,-12,-4,0.3,0,-3.1,-2,0.5
COc1ccccc1CCC(=O)OCC(=O)Nc1c(C)nn(-c2ccccc2)c1C,1.4,-9,2,-2,0.4,24,-1.3,1,3.3
Cc1cc(O)c2c(c1O)C(=O)[C@]13C(=C2O)C(=O)[C@@H]2[C@@H](O)[C@H]1[C@@H]1[C@H](O)[C@H]3C(=O)C3=C(O)c4c(O)cc(C)c(O)c4C(=O)[C@]312,x,x,-8,x,71*,-16,0.8,-7,0.5
Cc1ccc(NC(=S)NCc2ccc(F)cc2)cc1,0.8,6,u,0,1.8,-7,-0.1,-5,-4.7
CN1CC(=O)Nc2ccccc2C1=O,1.5,-9,-6,4,2.3,1,-4.7,-14,-2.4
Cc1cccn2c(=O)c3cc(C(=O)N4CCCCC4)sc3nc12,0.4,-31,3,-9,-0.9,17,x,1,1.1
CC(C)n1cc(NC(=O)COc2ccccc2Cl)cn1,-2.0,-16,-14,0,-0.5,-1,-1.8,1,0.7
Cc1ccccc1NC(=O)CN1CCOCC1,-1.0,9,u,6,-1.6,4,2.2,20,-3.3
COCC(=O)OCn1nnc2ccccc2c1=O,x,7,u,4,0.6,3,-2.3,-6,0.0
O=C(OCC(=O)N1CCCC1)c1ccc(S(=O)(=O)N2CCOCC2)cc1,0.7,-6,-2,-9,0.2,7,-3.9,-1,0.0

# 5 entries from above, reformatted:
# Sequence of screens – TcdB GH inh	CCHFV vOTU inh	BoNT-F LC inh	PrPC surface inh	PfHsp40 rescue	Yp Topo-I inh	FadD28 binding	Anthrax LF inh2	BoNT-A LC inh2
Cc1cccn2c(=O)c3cc(C(=O)N4CCCCC4)sc3nc12
  0.4	-31	3	-9	-0.9	17	x	1	1.1
CC(C)n1cc(NC(=O)COc2ccccc2Cl)cn1
  -2.0	-16	-14	0	-0.5	-1	-1.8	1	0.7
Cc1ccccc1NC(=O)CN1CCOCC1
  -1.0	9	u	6	-1.6	4	2.2	20	-3.3
COCC(=O)OCn1nnc2ccccc2c1=O
  x	7	u	4	0.6	3	-2.3	-6	0.0
O=C(OCC(=O)N1CCCC1)c1ccc(S(=O)(=O)N2CCOCC2)cc1
  0.7	-6	-2	-9	0.2	7	-3.9	-1	0.0

# Continuation:
SMILES,TcdB GH inh,CCHFV vOTU inh,BoNT-F LC inh,PrPC surface inh,PfHsp40 rescue,Yp Topo-I inh,FadD28 binding,Anthrax LF inh2,BoNT-A LC inh2
CCOc1cc(/C=N/Nc2nn3cnnc3c3ccccc23)ccc1O,0.6,25,-3,-7,-0.2,3,-0.2,0,-0.6
O=C(O)CCCN1C(=O)/C(=C\C(Cl)=C\c2ccccc2)SC1=S,1.4,-13,4,-5,0.0,5,9.3*,-9,-1.8
O=C(NC1CONC1=O)OCC(Cl)(Cl)Cl (stereo not given),1.0,-11,-4,0,-0.1,-1,-3.6,0,-0.1
O=C(NC1CCCC1)C(c1ccncc1)N(C(=O)Cc1cccs1)c1ccc(F)cc1 (stereo not given),1.2,10,-5,2,-1.4,2,x,-2,-0.1
CCOc1cc2[nH]c(=S)n(CCCC(=O)NCc3ccccn3)c(=O)c2cc1OCC,0.6,13,0,-8,0.5,12,0.7,-1,-1.0
O=C(NCC1COc2ccccc2O1)c1ccc(F)c(S(=O)(=O)N2CCOCC2)c1 (stereo not given),0.9,6,3,7,0.8,-4,-0.3,1,0.8
O=C(CN1CCN(S(=O)(=O)c2ccc(Br)cc2)CC1)Nc1ccc(F)cc1,x,4,-8,-2,0.4,19,-0.5,2,0.3
CCOC(=O)c1sc2ccccc2c1OC(=O)c1ccc(C)cc1,x,x,-16,x,-0.8,-1,2.2,2,-0.1
COc1ccc(/C=C/c2ccc(=O)n(Cc3ccccc3)n2)cc1,0.4,3,-8,9,1.9,-14,-3.3,-2,0.6
OCCNc1nc(Cl)nc(NCc2ccco2)n1,0.1,15,-3,-3,1.0,-2,1.3,-3,0.7
CCN(CC(=O)Nc1ccc2c(c1)OCCO2)C(=O)/C=C/c1cccc(Br)c1,0.5,-6,-6,-3,3.0,11,-1.7,-2,2.1
c1ccc(N2CC3COc4ccccc4C3=N2)cc1 (stereo not given),0.5,-25,0,3,2.3,-3,-1.5,-10,0.5
CCN(CC(=O)Nc1ccc(OC)cc1)C(=O)c1ccc2c(=O)n3c(nc2c1)CCC3,1.5,12,2,-5,3.5,-3,x,-6,0.0

# Screening results from PubChem BioAssay.
